NSD2 HMT inh – NSD2 histone methyltransferase inhibitors, primary screen, biochemical, AlphaScreen, single concentration, set 2; AID 743445, 2014; NSD2 peptide methylation, 120 min; inhibition, % at 12.5 µM; 0.54% of 310,000 active; in the data active means inhibition above about 50%
Starred values were filed as active, the others as inactive. Not all compounds are listed, so the mix of outcomes need not match the whole.

SMILES | NSD2 HMT inh
CCOC(=O)c1ccc(-n2c(CC)nc3ccccc3c2=O)cc1 | -1
COC(=O)c1cnn(-c2ccccc2)c1/C=N/NC(=S)Nc1ccccc1 | 2
COCC(C)n1c(SCC(=O)Nc2cccnc2Cl)nc2ccccc2c1=O (stereo unspecified) | -9
Cc1ccc(-n2c(SCC(=O)NC3CCS(=O)(=O)C3)nc3ccccc3c2=O)c(C)c1 (stereo unspecified) | 0
COc1ccc(S(=O)(=O)n2ccc(-c3ccc4c(c3)CCC(C)(C)O4)n2)cc1 | -2
Oc1ccc(CNc2ccc(C(F)(F)F)cc2F)c2cccnc12 | 0
Nn1c(SCC(=O)NC2CCCCCC2)nnc1-c1ccco1 | 2
Cc1ccc(C(=O)NC(=S)c2c(C)cc3ccccn23)cc1 | 92*
COc1ccc(NC(=O)COc2ccccc2C(N)=O)cc1S(=O)(=O)N1CCCCC1 | -1
COc1cc2c(cc1OC)C(=O)C(Br)CC2 (stereo unspecified) | 140*
Cc1cc(C)cc(C(O)c2ncc(-c3ccccc3F)[nH]2)c1 (stereo unspecified) | 1
CC(O)(c1ccccc1)c1nc(-c2cccc(C(=O)O)c2)cs1 (stereo unspecified) | -1
Cc1ccc(S(=O)(=O)N(C)CC(=O)N(C)CCOc2ccccc2)cc1 | -12
OC[C@@H]1CN(Cc2ccc(Cl)cc2)C[C@H](n2cnc3c(N4CCN(c5ccccc5)CC4)ncnc32)O1 | 0
Cc1ccc(-c2cnc(C(O)c3ccc(Cl)cc3C)[nH]2)cc1 (stereo unspecified) | 3
Cc1cccc(OC(=O)c2ccc3c(=O)n4c(nc3c2)CCC4)c1 | -3
O=C(Nc1ccc(Cl)c(Cl)c1)c1cccc2c1-c1ccccc1C2=O | -1
CCOC(=O)/C(C)=N/Nc1nc(-c2ccc(NC(C)=O)cc2)cs1 | 3
Cn1ncc2cc3c(Nc4ccc(Cl)cc4)cccc3nc21 | -34
COc1cccc(NC(=O)C2(C)CCN2Cc2ccc3ccccc3c2)c1 (stereo unspecified) | -1
CCN(CC)C(=O)C(c1ccccc1)S(=O)(=O)N1CCOCC1 (stereo unspecified) | -4
c1ccc2c(c1)N=C(N1CCN(Cc3ccc4c(c3)OCO4)CC1)c1ccccc1S2 | 2
C/C(=N\NC(=O)c1ccccn1)c1ccc(Cl)cc1 | -2
CC(=O)C1=C(C)N(Cc2ccccc2)C(=S)NC1c1cccc(Br)c1 (stereo unspecified) | 1
CC(O)(c1cccc(F)c1)c1nc(-c2cccc(F)c2)cs1 (stereo unspecified) | -2
CN=C1NC(=O)/C(=C\c2cc(C)n(-c3ccccc3F)c2C)S1 | 1
CC(C)S(=O)(=O)NC(=O)C1(C)CCN1C(=O)Cc1ccccc1 (stereo unspecified) | -3
CCCN(CC1CC1)C(=S)NC(=O)c1ccccc1C | 4
Cc1ccc(Cl)cc1NCN1C(=O)c2ccccc2C1=O | -1
CN(C)c1ccc(NC(=O)Nc2ccc3c(c2)c(=O)n(C)n3Cc2ccc(Cl)cc2)cc1 | 1
CCCCNC(=O)C1CCCN1C(=O)Nc1cc(Cl)cc(Cl)c1 (stereo unspecified) | -8
Cc1ccc(-n2c(-c3cccs3)nc3nc4ccccc4nc32)cc1 | -2
Cc1c(Cl)ccc(S(=O)(=O)N2CCN(C)CC2)c1Cl | -9
CC(=O)Nc1cccc(Oc2nc(NC(C)C)nc3cc(-c4ccccc4)sc23)c1 | 0
NC(=O)c1ccc(Nc2nc(C(N)COCc3ccccc3)cs2)cc1 (stereo unspecified) | 1
C#CCN(C(=O)C1CCC(=O)N(CCc2cccc(F)c2)C1)C1CCCCC1 (stereo unspecified) | -1
CC(=O)Nc1cccc(NC(=O)NC2CC(=O)N(c3ccc4c(c3)OCCO4)C2)c1 (stereo unspecified) | 10
CN(C)CCNc1ncnc2c1ncn2[C@H]1CN(CCc2ccccc2)C[C@@H](CO)O1 | 0
Cc1ccc(-c2nc3c(c(SCC(=O)N4CCCC4)n2)COC(C)(C)C3)cc1 | 5
O=C(COC(=O)c1cccs1)NC1CC1 | -1
CCCCN(C=O)c1c(CC)nc2c(OCC(=O)c3ccc(F)cc3)cccn12 | 1
CN(C)CCCNC(=O)c1ccc(-c2cc3nc(NCc4cccnc4)n(C)c(=O)c3s2)cc1 | 5
CCOC(=O)COc1ccc2c(=O)cc(-c3ccccc3)oc2c1 | -1
CC(C)CC(N)c1csc(NC(=O)c2cc(C(C)(C)C)nn2Cc2ccccc2)n1 (stereo unspecified) | 4
Clc1ccc(-n2nnnc2-c2ccno2)cc1 | -1
CC(C)(c1ccc(O)cc1)c1ccc(O)c(C(=O)O)c1 | 19
CCc1nc2c(OCc3ccc(C(F)(F)F)cc3)cccn2c1N(C)C(=O)c1ccncc1 | -2
COc1ccc(NC(=O)C2(C)CCN2C)cc1OC (stereo unspecified) | -2
O=C(CSc1ccc2c(c1)OCCO2)Nc1ccccc1 | 1
CC1Cc2nc(SCC(=O)NCC3CCCO3)n(-c3ccccc3)c(=O)c2S1 (stereo unspecified) | -2
CC(=O)NCc1ccc(C(=O)COC(=O)c2ccc(C#N)cc2)o1 | 4
CC(C)N1CCC1(C)C(=O)Nc1ccc2cn[nH]c2c1 (stereo unspecified) | 0
CC1CCCN(CCCNC(=O)c2ccc3c(c2)N(Cc2cccc(Cl)c2)C(=O)c2ccccc2S3=O)C1 (stereo unspecified) | 5
O=C(NCC1CCCO1)c1ccc(Cl)c(NS(=O)(=O)c2ccc(F)cc2)c1 (stereo unspecified) | 0
CCC(C)N(C(=O)c1ccc(CNC(=O)c2cccc(Br)c2)cc1)C(C)CC (stereo unspecified) | 1
Cc1cc(OCC(=O)Nc2ccc(Br)cc2)cc2c1C(=O)CC(C)(C)O2 | -2
CC(C)CC(N)c1csc(NC(=O)Nc2ccccc2Cc2ccccc2)n1 (stereo unspecified) | 12
COc1ccc(N(CC(=O)N/N=C(\C)c2cccs2)S(=O)(=O)c2ccccc2)cc1Cl | -5
CCc1ccc2c(c1)NC(=O)C2(C)Cc1ccccc1Cl (stereo unspecified) | 0
Cc1ccc(S(=O)(=O)NCC2CCC(C(=O)NCCCN3CCC(C)CC3)CC2)cc1 (stereo unspecified) | 1

Individual results from the list.
CCC(C)N(C(=O)c1ccc(CNC(=O)c2cccc(Br)c2)cc1)C(C)CC (stereo unspecified) in NSD2 HMT inh → 1
CC1CCCN(CCCNC(=O)c2ccc3c(c2)N(Cc2cccc(Cl)c2)C(=O)c2ccccc2S3=O)C1 (stereo unspecified) in NSD2 HMT inh → 5
CCc1ccc2c(c1)NC(=O)C2(C)Cc1ccccc1Cl (stereo unspecified) in NSD2 HMT inh → 0
Cc1ccc(S(=O)(=O)NCC2CCC(C(=O)NCCCN3CCC(C)CC3)CC2)cc1 (stereo unspecified) in NSD2 HMT inh → 1

The list goes on.
SMILES | NSD2 HMT inh
COc1ccc(-c2cc(-c3nnc(SCC(=O)Nc4ccc(-c5nc6ccc(C)cc6s5)cc4)n3N)[nH]n2)cc1 | -4
O=C(Nc1cccnc1)C1Cc2c(-c3ccccc3Oc3ccccc3)ccnc2O1 (stereo unspecified) | 3
CC1(C(=O)NS(=O)(=O)c2ccccc2Cl)CCN1C(=O)CCC1CCCC1 (stereo unspecified) | -4
O=C(C1CCCN1S(=O)(=O)c1ccc(Cl)s1)N1CCc2ccccc2C1 (stereo unspecified) | -4
COC(=O)c1ccc(C)c(NC(=O)Cc2ccc([N+](=O)[O-])cc2)c1 | -1
CN(C1=NS(=O)(=O)c2ccccc21)c1ccc(OC(=O)c2ccccc2F)cc1 | 21
COc1ccc2c(c1C(=O)/C=C/c1ccccc1)OC(C)(C)C=C2 | 5
CS(=O)(=O)N1CCC(C(=O)Nc2ccc(Cl)cc2Cl)CC1 | 4
C#Cc1ccc(NC(=O)C2(C)CCN2C(=O)C2(c3ccccc3)CCCC2)cc1 (stereo unspecified) | -2
COc1cc(-c2c(NC(=O)c3ccco3)oc3ccc(Cl)cc3c2=O)cc(OC)c1OC | 2
COc1ccc(C(N)c2csc(Nc3ccc(C(=O)c4ccccc4)cc3)n2)cc1 (stereo unspecified) | 1
CCOC(=O)C(=NO)C1=CSC2=NNC(C)(C)N12 | -1
COc1cc(NC(=O)C2(C)CCN2C(C)C)cc(OC)c1OC (stereo unspecified) | -1
c1ccc(-n2c(SCc3cccc4ccccc34)nnc2-c2ccncc2)cc1 | -1
[O-][N+](=Cc1ccccc1)CC1(O)CCCCC1 | -3
Cc1ccc(/C=C2\SC(N3CCCC3)=NC2=O)cc1 | -1
CCc1nc2c(OCC(=O)C(C)(C)C)cccn2c1N(C)C(=O)CC(C)C | -3
Cc1ccc(C)c2c1CCC(=Cc1ccccc1[N+](=O)[O-])C2=O | -1
COc1ccc(NC(=O)c2cc(-c3ccc(F)cc3OC)n[nH]2)c(OC)c1 | -3
Cc1cc(Cl)ccc1OCC(=O)n1cc(C(=O)c2cc(Cl)ccc2O)cn1 | -1

Laid out differently: 3 of the compounds above.
molecule,NSD2 HMT inh
Cc1ccc(/C=C2\SC(N3CCCC3)=NC2=O)cc1,-1
C#Cc1ccc(NC(=O)C2(C)CCN2C(=O)C2(c3ccccc3)CCCC2)cc1 (stereo unspecified),-2
CN(C1=NS(=O)(=O)c2ccccc21)c1ccc(OC(=O)c2ccccc2F)cc1,21

Next section.
SMILES | NSD2 HMT inh
COc1cccc(CC(=O)NCC2CCN(C(=O)C(=O)c3cccs3)CC2)c1 | 26
O=c1cc(CO)[nH]nc1CO | -2
O=C(NCc1cccnc1)c1cc(C2CCCCN2S(=O)(=O)c2ccccc2)on1 (stereo unspecified) | 8
Cc1cc(=O)[nH]c(SCC(=O)Nc2ccc(Cl)cc2C)n1 | 6
O=C(NCc1ccccc1Cl)c1csc(COCCO)n1 | 0
O=[N+]([O-])c1ccc(-c2nc(Cl)c3c(n2)CCCC3)o1 | 2
NC(c1ccccc1)c1csc(NC(=O)NCCc2ccccc2)n1 (stereo unspecified) | -2
COc1cccc(CC(=O)N2CCN(C(=O)C(=O)c3ccc(OC)c(OC)c3)CC2)c1 | -1
CC1(C(=O)Nc2ccc3c(c2)OCO3)CCN1C(=O)CCC1CCCC1 (stereo unspecified) | 0
OC(c1ccc(F)cc1)c1nc(/C=C/c2ccccc2)cs1 (stereo unspecified) | -2
c1ccc(CNc2ncn[nH]2)cc1 | 0
COc1ccc(NC(=O)COc2ccc(C)cc2)c([N+](=O)[O-])c1 | 37
CCCN1C(=O)CC(c2ccc(OC)c(OC)c2)C1=O (stereo unspecified) | -1
Cc1ccccc1-c1ccc2c(c1)[C@@H]1C[C@H]3[C@@H](CN1CC2)[C@H](C)OC(c1ccccc1)N3C (stereo partly specified) | 0
CCCNC(=O)C1(C)CCCN(CC(=O)c2ccc3c(c2)OCCO3)C1 (stereo unspecified) | -1
O=C(CNC(=O)OCc1ccccc1)NCC(=O)NC(Cc1c[nH]c2ccccc12)C(=O)O (stereo unspecified) | -2
CCc1nc2ccc(C(=O)N3CCN(C(=O)c4ccco4)CC3)cn2c1N(C)Cc1cccs1 | 3
CCCCN(C=O)c1c(CC)nc2c(OCc3ccccc3C)cccn12 | 4
CC1(C(=O)NS(=O)(=O)c2ccccc2)CCN1C(=O)CC1CCCCC1 (stereo unspecified) | -1
O=S(=O)(NCc1nnnn1-c1ccc(F)cc1)c1ccc(F)cc1 | 2

Random excerpt: four records from the list.
SMILES | NSD2 HMT inh
CCCN1C(=O)CC(c2ccc(OC)c(OC)c2)C1=O (stereo unspecified) | -1
c1ccc(CNc2ncn[nH]2)cc1 | 0
O=C(CNC(=O)OCc1ccccc1)NCC(=O)NC(Cc1c[nH]c2ccccc12)C(=O)O (stereo unspecified) | -2
CCCCN(C=O)c1c(CC)nc2c(OCc3ccccc3C)cccn12 | 4

New compounds follow:
SMILES | NSD2 HMT inh
CCc1nc(CN2CCN(c3cc(C(F)(F)F)ccn3)CC2)c(C)[nH]1 | -2
O=C(Nc1ccc2c(c1)OCO2)c1cc(C2CCCCN2C(=O)c2ccc(Cl)cc2)on1 (stereo unspecified) | 0
Cc1ccc(Nc2ncnc3c2nnn3Cc2ccccc2)cc1 | -1
CCCCc1cc(=O)oc2cc(OC(C)C(=O)NCCN3CCOCC3)ccc12 (stereo unspecified) | -4
CC(C)CCN(C)C1CCN(C(=O)Nc2ccc(Cl)cc2)CC1 | 0
CN(C)C(=O)c1cccc(-c2cc(NC=O)c3ncc(-c4ccc(F)cc4)n3c2)c1 | 0
CCOC(=O)C1CCN(C(=O)c2ccc3c(=O)n4nc(Nc5ccccc5)sc4nc3c2)CC1 | 0
CC(C)[C@H](NS(=O)(=O)c1ccccc1)C(=O)Nc1nccs1 | -2
c1cc(-c2nnc3n2N=C(c2ccc4c(c2)OCO4)CS3)ccn1 | -3
Cc1noc(C)c1C(=O)OC(C)C(=O)Nc1ccc([N+](=O)[O-])cc1C(F)(F)F (stereo unspecified) | -1
O=S1(=O)CCC(N(N=Cc2ccco2)c2ccccc2)C1 (stereo unspecified) | 12
O=C(NCc1ccccc1F)C1C2C=CC3(CN(Cc4ccccc4)C(=O)C13)O2 (stereo unspecified) | -1
CC(C)(C)[C@H](NC(=O)c1cc(Cl)cc(Cl)c1)C(=O)N1CCC[C@H]1C(=O)N[C@H](C#N)CC(=O)O | -5
CC(C)(C)c1ccc2c(c1)OC(C(=O)N/N=C/c1ccc[nH]1)CO2 (stereo unspecified) | 3
CN(C)CCCNC(=S)N1CCC(C(=O)c2ccc(Cl)cc2)CC1 | 0
COC(=O)c1ccccc1COc1cccn2c(N(C)C(=O)CCC3CCCC3)c(C)nc12 | 5
COCCCNC(=O)c1cccc2c(-c3cccc(C(N)=O)c3)coc12 | -3

Part of the list above in another layout.
CCOC(=O)c1ccc(-n2c(CC)nc3ccccc3c2=O)cc1
  NSD2 HMT inh: -1
COC(=O)c1cnn(-c2ccccc2)c1/C=N/NC(=S)Nc1ccccc1
  NSD2 HMT inh: 2
